RGS4 block: inhibitors of human RGS4. HEK293 M3R/RGS4 inducible, Fluo-4 calcium flux; stronger effect = higher value; triggered by carbachol at its EC20. B-score at 10 µM. hit rate 0.45% among 310,000;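 active means B-score, a plate-corrected calcium signal, over three deviations above library mean, with baseline fluorescence within five deviations of library mean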;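 further: RGS4 expression induced by doxycycline in cells with stable M3 receptor; B-score is computed from the integrated fluorescence ratio over baseline after carbachol; higher B-score means a larger calcium signal and so more RGS4 inhibition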
Target sequence (P49798 whole entry, looked up): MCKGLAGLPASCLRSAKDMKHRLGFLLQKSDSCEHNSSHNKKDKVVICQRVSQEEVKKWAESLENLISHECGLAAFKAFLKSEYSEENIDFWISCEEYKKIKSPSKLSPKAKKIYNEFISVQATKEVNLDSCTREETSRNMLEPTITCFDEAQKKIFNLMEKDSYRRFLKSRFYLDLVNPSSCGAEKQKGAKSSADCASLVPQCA
TMEM16A inh: blocks the mouse calcium-activated chloride channel TMEM16A; HEK293 TMEM16A/YFP iodide influx fluorescence, ionomycin; normalized B-score (activity score, 25-100; higher = stronger inhibition) at 10 µM; hit rate 1.2% among 310,000; AID 588511;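 active means ratio plate-corrected score three or more library SD toward inhibition, starting fluorescence score within five deviations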;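 further: score derived from kinetic fluorescence span divided by baseline fluorescence per well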
RGS4 pot: potentiators or activators of RGS4. HEK293 M3R/inducible RGS4, carbachol calcium flux Fluo4; stronger effect = lower value. B-score at 10 µM. AID 463111. hit rate 0.92% among 310,000;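 active means B-score of the integrated calcium signal more than 4 SD below the library mean, with starting fluorescence not abnormally high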;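 further: negative B-score means reduced calcium response which marks RGS4 activation or potentiation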
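Also added: carbachol at ECmax as muscarinic agonist stimulus; Assay system: HEK293 cells with stable M3R and inducible RGS4; Timing: overnight RGS4 induction, 30 min dye load 37 °C, 20 min compound RT; Measured by: Fluo4-AM (2 µM) calcium-flux fluorescence, kinetic read.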
HDAC3 inh: blocks human histone deacetylase 3; O15379; recombinant HDAC3, fluorogenic peptide/trypsin coupled, fluorescence; inhibition, % at 8.3 µM; hit rate 0.15% among 320,000; in the data active means inhibition above about 26%, passing the limit was not always enough
Target sequence (O15379 whole entry, looked up): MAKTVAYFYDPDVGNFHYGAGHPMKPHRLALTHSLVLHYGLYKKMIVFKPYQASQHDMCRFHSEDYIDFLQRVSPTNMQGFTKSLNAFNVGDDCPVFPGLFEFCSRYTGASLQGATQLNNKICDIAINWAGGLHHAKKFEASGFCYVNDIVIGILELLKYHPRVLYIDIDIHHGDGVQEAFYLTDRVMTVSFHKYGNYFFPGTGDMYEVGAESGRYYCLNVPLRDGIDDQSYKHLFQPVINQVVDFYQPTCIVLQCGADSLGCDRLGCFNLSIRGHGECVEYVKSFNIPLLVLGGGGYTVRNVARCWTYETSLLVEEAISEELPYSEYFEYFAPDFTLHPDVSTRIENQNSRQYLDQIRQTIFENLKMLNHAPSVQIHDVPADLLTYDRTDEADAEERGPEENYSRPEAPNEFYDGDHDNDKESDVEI
MrgX1 PAM: allosterically activates human MrgX1 receptor signaling | Q96LB2 | MrgX1-HEK293, Fluo-4 calcium flux, FDSS; stronger effect = higher value | B-score at 10 µM | hit rate 0.63% among 310,000 | AID 588675;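 active means plate-corrected calcium response at least 3 library SD above typical, normal starting fluorescence, not activating the receptor alone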;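 further: compound read alongside a low EC10 to EC30 dose of BAM8-22 agonist; peak minus trough fluorescence over baseline measured at the second addition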
Target sequence (Q96LB2 whole entry, looked up): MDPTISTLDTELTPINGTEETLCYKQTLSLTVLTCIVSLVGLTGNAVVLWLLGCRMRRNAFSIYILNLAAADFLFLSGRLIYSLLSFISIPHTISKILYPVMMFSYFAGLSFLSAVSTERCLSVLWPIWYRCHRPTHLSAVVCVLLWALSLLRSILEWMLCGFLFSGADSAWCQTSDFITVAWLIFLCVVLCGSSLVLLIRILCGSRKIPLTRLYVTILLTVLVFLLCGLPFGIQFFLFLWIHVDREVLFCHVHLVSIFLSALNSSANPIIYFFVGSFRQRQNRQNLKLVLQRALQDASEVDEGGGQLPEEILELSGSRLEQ
SKKanGAS inh: blocks kanamycin growth of S. pyogenes SKKanGAS strain; AID 1662; inhibition, % at 7.5 µM; hit rate 1.3% among 300,000; BacTiter-Glo, 6 h;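 active means mean replicate score, as percent of positive control median, at least 50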;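 further: strain carries kanamycin resistance gene driven by streptokinase promoter and grows in 40 µg/ml kanamycin; loss of luminescence reflects streptokinase promoter inhibition or plain growth inhibition; 0% = median of DMSO wells and 100% = positive control at its reference dose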
TRPC6 inhibitor: blocks the mouse TRPC6 cation channel; HEK293-TRPC6, membrane potential dye, ACh-evoked depolarization; stronger effect = lower value; hit rate 1.1% among 310,000; AID 2553; B-score at 10 µM;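 active means B-score under library mean minus 3 SD, initial fluorescence not abnormally high, positive integrated signal ratio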;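 further: B-score derived from integrated fluorescence ratio over the kinetic read; more negative B-score means stronger inhibition of depolarization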
MrgX1 antag: blocks BAM8-22 activation of human MrgX1 receptor | MRGX1-HEK293 calcium flux, Fluo-4, BAM8-22 antagonism; stronger effect = lower value | B-score at 10 µM | hit rate 1.3% among 310,000 | Q96LB2;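 active means calcium-response B-score plate-corrected more than 3 library SD below zero, starting fluorescence within 5 deviations, no agonist response on first addition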;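 further: peak minus trough fluorescence over baseline after final BAM8-22 challenge near maximal dose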
MrgX1 ag: agonists of human MrgX1 receptor; Q96LB2; MrgX1-HEK293 cells, Fluo-4 calcium fluorescence, agonist mode; stronger effect = higher value; AID 588627; hit rate 0.44% among 310,000; B-score at 10 µM;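 active means calcium response B-score plate-corrected fluorescence ratio at least 3 library SD, with starting fluorescence B-score inside 5 SD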
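Material: HEK293 cells stably expressing human MrgX1 receptor | Quantity: 15,000 cells per well | Times: Cells plated overnight, dye loaded 0.5 h 37 °C, 0.5 h room temperature | Measured by: Kinetic Fluo-4 NW fluorescence of intracellular calcium | Control set: Positive and negative controls per plate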
TRPC6 act: activates the mouse TRPC6 cation channel; hit rate 0.13% among 310,000; Q61143; HEK293-TRPC6 membrane potential dye fluorescence; stronger effect = higher value; B-score at 10 µM;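 active means B-score of the integrated fluorescence ratio above library mean plus 3 SD, and starting fluorescence ratio within library mean plus 5 SD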;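 further: higher score means more depolarization so channel activation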
ANO1 activ: mouse TMEM16A channel activation, primary screen. hit rate 0.3% among 340,000. B-score at 10 µM. HEK293 TMEM16A/YFP-H148Q/I152L, iodide quench fluorescence; stronger effect = lower value. AID 623877;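 active means fluorescence-ratio B-score plate-corrected deviation score at least 3 library SD below zero, with starting fluorescence score within 5 deviations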;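 further: channel opened by trigger with iodide after compound preincubation; score built on the fluorescence ratio of max minus min over baseline; more negative score means more quench and so TMEM16A activation or potentiation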
* = called active by the depositor; i = inactive; . = no result given. An unsorted share of the library; 6.7% or so of the library scored in one or more.

Below each compound: RGS4 block	TMEM16A inh	RGS4 pot	HDAC3 inh	MrgX1 PAM	SKKanGAS inh	TRPC6 inhibitor	MrgX1 antag	MrgX1 ag	TRPC6 act	ANO1 activ
- C[C@@H](CN=[N+]=[N-])CN1CC[C@H](NC(=O)OCc2ccccc2)CCC1=O
    i	i	i	-4	i	3	i	i	i	i	i
- COc1ccc(C2/C(=C(/O)c3ccccc3)C(=O)C(=O)N2CO)cc1 (stereo not drawn)
    i	i	i	-7	i	-5	i	i	i	i	i
- O=C(O)c1cccnc1C(=O)O
    .	i	.	3	i	.	.	i	i	.	i
- CC(C)(C)[C@@H]1C=C(C(=O)NC2CC2)O[C@H](OCc2ccc(CO)cc2)C1
    i	i	i	-6	i	0	i	i	i	i	i
- Cc1cccc(C(=O)Nc2onc(C)c2C#N)c1
    i	i	i	3	i	8	i	i	i	i	i
- COc1cccc(N2CCN(Cc3nc4scc(-c5ccccc5)c4c(=O)[nH]3)CC2)c1
    i	i	i	-1	i	20	i	i	i	i	i
- Cc1cc2nc(=O)c(/C=C3\C=Nc4ccccc43)c(N)n2o1
    i	i	i	3	i	0	i	i	i	i	i
- Cc1nc2cc(NC(=O)c3cccc(S(C)(=O)=O)c3)ccc2o1
    i	i	i	2	i	-5	i	i	i	i	i
- O=C(Nc1ccc(Oc2ccccc2)cc1)C1CCCN(c2ncccn2)C1 (stereo not drawn)
    i	i	i	3	i	2	i	i	i	i	i
- O=C(NCCS(=O)(=O)N1CCN(c2cccc(Cl)c2)CC1)C1CCCC1
    i	i	i	-10	i	-8	i	i	i	i	i
- COC(=O)c1ccc(NC(=O)c2ccccc2-c2ccccc2C(=O)O)cc1
    i	i	i	3	i	-6	i	i	i	i	i
- CCC(=O)N1CCc2cc(S(=O)(=O)N(C)c3ccc(Br)cc3)ccc21
    i	.	i	.	.	-9	i	.	.	i	.
- Cc1cc(C)cc(COc2ccc3c(C)c(CC(=O)O)c(=O)oc3c2C)c1
    i	i	i	-22	i	14	i	i	i	i	i
- Cc1c(Cl)cccc1NC(=O)c1nc(C)n(-c2cc(OC(C)C)c(Cl)cc2Cl)n1
    i	i	i	-3	i	23	i	i	i	i	i
- Cc1cccc(C)c1NC(=O)CSc1nnc(-c2ccncc2)n1Cc1ccco1
    i	i	i	-3	i	0	i	i	i	i	i
- Cc1c(NC(=O)CSc2ccccc2C(=O)Nc2cccnc2)c(=O)n(-c2ccccc2)n1C
    i	i	i	1	i	-7	i	i	i	i	i
- CCCCn1c(SCC(=O)Nc2nnc(CC)s2)nc2ccccc2c1=O
    i	i	i	2	i	4	i	i	i	i	i
- CC(C)c1ccc(C(O)P(=O)(OCc2ccccc2)c2ccc(N(C)C)cc2)cc1 (stereo not drawn)
    i	i	i	.	i	0	i	i	i	i	i
- O=C(NCc1ccc2[nH]c3c(c2c1)CCCC3)c1ccc(S(=O)(=O)N2CCCC2)cc1
    i	i	i	5	i	3	i	i	i	i	i
- COc1ccccc1C(=O)n1nc(-c2ccc(Cl)cc2)nc1N
    i	i	i	15	i	-4	i	i	i	i	i
- COC(=O)CNC(=O)c1c(C)cc(=O)oc1C
    i	i	i	12	i	-13	i	i	i	i	i
- CCOC(=O)CSc1nnnn1-c1cc(OC)c(Cl)cc1OC
    i	i	i	4	i	-2	i	i	i	i	i
- CCc1ccc(S(=O)(=O)NCCc2cn3ccccc3n2)s1
    i	i	i	-3	i	4	i	i	i	i	i
- O=C(NCC1CCCO1)c1cc(S(=O)(=O)N2CCOCC2)c(Cl)cc1Cl (stereo not drawn)
    i	.	i	.	.	-3	i	.	.	i	i
- CCc1ccc(N2C(=O)c3sc4nnc(-c5ccccc5)c(=O)n4c3C2=O)cc1
    i	i	i	-5	i	21	i	i	i	i	i
- CCC(C)[C@H](NC(=O)[C@@H]1CSC2c3ccccc3C(=O)N21)C(=O)N1CCCCC1 (stereo partly drawn)
    i	i	i	0	i	4	i	i	i	i	i
- COc1cc(-c2nc(CN3CCCCC3CCNC(C)=O)c(C)o2)ccc1F (stereo not drawn)
    i	i	i	.	i	-18	i	i	i	i	i
- COc1ccc(/C=C2/N=C(SC3CCOC3=O)N(c3cccc(OC)c3)C2=O)cc1 (stereo not drawn)
    i	i	i	4	i	-2	i	i	i	i	i
- COc1cc(/C=C(/NC(=O)c2ccccc2)C(=O)Nc2cccc(O)c2)c([N+](=O)[O-])cc1OC
    i	i	i	6	i	-4	i	i	i	i	i
- CCCCOc1ncnc2c1[nH]c1ccccc12
    i	i	i	-13	i	1	i	i	i	i	i
- CCSc1ccc([C@@H]2[C@H]3C(=O)N(C)C(=O)[C@H]3[C@]3(C(=O)OC)CCCCN23)cc1OC
    .	i	.	8	i	.	.	i	i	.	i
- O=C(CN1CCCCC1)Nc1ccccc1Oc1ccccc1
    i	i	-8.2*	1	i	-7	i	i	i	i	i
- COc1cccc(N2[C@@H](CC(=O)O)c3ccc(/C=C/C(=O)O)cc3S2(=O)=O)c1
    i	i	i	-1	i	5	i	i	i	i	i
- Cc1nc(C)n(C(C)CNS(=O)(=O)c2ccc(C)c(C)c2)n1 (stereo not drawn)
    i	i	i	1	i	-2	i	i	i	i	i
- Cc1ccccc1NC(=S)NCCc1ccccc1
    i	i	i	-9	i	-17	i	i	i	i	i
- COc1ccc(NC(=O)C(c2ccc(OC)cc2)N(C)C(=O)Cc2cccs2)cc1 (stereo not drawn)
    i	i	i	-7	i	-1	i	i	i	i	i
- CC(C)Cc1cc(C(=O)Nc2cc(C(F)(F)F)ccc2Cl)no1
    i	i	i	3	i	33	i	i	i	i	i
- CN(CC(=O)Nc1ccc(Cl)cc1)C(=O)c1ccc(-n2cncn2)c([N+](=O)[O-])c1
    i	i	i	-5	i	2	i	i	i	i	i
- O=C(NC(Cc1ccc2c(c1)OCO2)C(=O)N1CCCC1C(=O)O)c1ccccc1 (stereo not drawn)
    i	i	i	7	i	13	i	i	i	i	i
- O=C(OCC(=O)N(CCc1ccccc1)Cc1ccccc1)c1ccccc1O
    i	i	i	-3	i	7	i	i	i	i	i
- Cc1nn(C)c(C)c1S(=O)(=O)NCc1cccs1
    i	i	i	-2	i	10	i	i	i	i	i
- COc1ccccc1NC(=O)Cc1ccc(-c2ccccc2)cc1
    i	25*	i	6	i	-3	i	i	i	i	i
- Cc1ccc(-c2nc(N)n(C(=O)c3cccs3)n2)cc1
    i	i	i	2	i	1	i	i	i	i	i
- C=CCNc1nc(Cl)nc(Nc2cc(Cl)ccc2OC)n1
    i	i	i	2	i	-5	i	i	i	i	i
- COc1ccc(CN(C(=O)c2snc(C(N)=O)c2N)C(C(=O)NC2CCCC2)c2ccc(OC)c(OC)c2)cc1 (stereo not drawn)
    i	i	i	-5	i	5	i	i	i	i	i
- O=C(NCC(O)c1ccc([N+](=O)[O-])cc1)C1CCCCC1 (stereo not drawn)
    i	i	i	2	i	6	i	i	i	i	i
- CCC(CO)NC(=O)c1cc2c(s1)CCC2 (stereo not drawn)
    i	i	i	-10	i	-6	i	i	i	i	i
- O=C(c1cc2c(s1)CCCC2)N1CCN(S(=O)(=O)c2ccccc2)CC1
    i	i	i	2	i	-12	i	i	i	i	i
- CC(OC(=O)c1cccs1)C(=O)NC1CC1 (stereo not drawn)
    i	i	i	-1	i	-1	i	i	i	i	i
- COC(=O)[C@@]12CCCN1[C@H](c1ccc(-c3ccc(F)cc3)c(OC)c1)[C@H]1C(=O)N(C)C(=O)[C@H]12
    i	i	i	-4	i	0	i	i	i	i	i
- Cc1ccc(-c2nc3cnccn3c2Nc2ccc3c(c2)OCO3)o1
    i	i	i	5	i	-2	i	i	i	i	i
- Fc1ccccc1-c1n[nH]c(=S)n1Cc1ccccc1
    i	i	i	3	i	-1	i	i	i	i	i
- CCC(C)N(C(=O)c1csnn1)C(C(=O)NC(C)(C)C)c1ccccc1 (stereo not drawn)
    i	i	i	-4	i	-3	i	i	i	i	.
- COC(=O)[C@@H]1CCCN1C(=O)CCc1nnc(C2CCCCC2)o1
    i	i	i	-2	i	-6	i	i	i	i	i
- O=S(=O)(c1cccc2cccnc12)N1CCCCC1
    i	i	i	0	i	-2	i	i	i	i	i
- Cc1cc(C)n(-c2nc(NC(C)(C)C)nc(NC(C)(C)C)n2)n1
    i	i	i	0	i	111*	i	i	i	i	i
- O=C(CCc1ccccc1)Nc1cc2c3c(c1)CCC(=O)N3CCC2
    i	i	i	2	i	-4	i	i	i	i	i
- Cc1cccc(N2CCN(C(=O)c3ccccc3NC(=O)C3=CSCCO3)CC2C)c1 (stereo not drawn)
    i	i	i	5	i	-1	i	i	i	i	i
- Cc1ccc(/C=C/C(=O)OCC(=O)NC(C)C)o1
    i	i	i	5	i	0	i	i	i	i	i
- CN(CC(=O)Nc1ccc2c(c1)OCO2)S(=O)(=O)c1ccc(F)cc1
    i	i	i	-3	i	4	i	i	i	i	i

Continuation.
Below each compound: RGS4 block	TMEM16A inh	RGS4 pot	HDAC3 inh	MrgX1 PAM	SKKanGAS inh	TRPC6 inhibitor	MrgX1 antag	MrgX1 ag	TRPC6 act	ANO1 activ
- C/C(=N\OC(=O)c1cccc(C(F)(F)F)c1)c1sc(-c2ccccc2)nc1C
    i	i	i	-2	i	3	i	i	i	i	i
- COc1cc(OC)c(OC)cc1/C=C1\CCC(C2CCCC2)C1=O (stereo not drawn)
    i	i	i	11	i	-1	i	i	i	i	i
- COc1ccc(C2CC(C(F)(F)F)n3nc(C(=O)NCCN4CCOCC4)cc3N2)cc1 (stereo not drawn)
    i	i	i	2	i	-2	i	i	i	i	i
- O=C1NN(c2ccccc2)C(=O)/C1=C\c1ccc2c(c1)OCO2
    7.7*	i	i	9	i	-3	i	i	i	i	i
